dFosB activator – activators of mouse delta FosB homodimer; P13346; purified delta FosB, TAMRA-CDK5 oligo fluorescence polarization; percent of positive-control signal above neutral wells; activation, % at 25 µM; actives 0.99% (n = 340,000); AID 493131;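 active means mean activation above about 17%, with every replicate also reaching it, limit read from the data, passing the limit was not always enough; inconclusive means only one of the two conditions met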;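 further: fluorescence polarization rise as delta FosB binds a TAMRA Cdk5 AP-1 oligo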
MITF TRPM1 HTS – MITF TRPM1 promoter activation in melanoma cells. SK-MEL-5 TRPM1-promoter luciferase, 24 h; % of positive control, neutral wells = 0. activation, % at 12.5 µM. actives 0.75% (n = 300,000). AID 588334;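 active means mean activation of at least 80% with every replicate also reaching 80%; inconclusive means mean reaches 80% but some replicate falls short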;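 further: 0% = neutral control wells and 100% = parthenolide positive control wells; values of inactives mirror those of a sister screen read the other way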
Rtt109 Vps75 – C. albicans Rtt109 histone acetyltransferase inhibition; Q5AAJ8; purified Rtt109/Vps75, ThioGlo CoA-SH fluorescence, 4 h; inhibition, % at 34.9 µM; actives 0.16% (n = 330,000);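 active means inhibition of at least 50% in every replicate; inconclusive means best replicate reaches 50% inhibition but some replicates fall short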
CAL PDZ FP-1 – blocks peptide binding to the human CAL PDZ domain; purified CAL PDZ, TMR-peptide fluorescence polarization, 1 h; actives 0.92% (n = 300,000); inhibition, % at 24.9 µM; AID 602252;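 active means mean inhibition of at least 30% with at least half of replicates also reaching 30%; inconclusive means no clear call, values can overlap the other calls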;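 further: 0% = DMSO neutral control and 100% = excess unlabeled competitor peptide PRC23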
SR-BI uptake up – enhances SR-BI lipid uptake from DiI-HDL; CHO ldlA[mSR-BI] cells, DiI-HDL uptake fluorescence, 3 h; 100 = double the neutral-control signal; activation, % at 12.5 µM; actives 0.096% (n = 320,000);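 active means mean replicate activation of at least 60% and every replicate at or above 60%; inconclusive means mean or all-replicate condition met, but not both; inactive means mean below 60% and not all replicates reaching 60%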;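 further: 0% = median plate neutral-control signal and 100% = twice that signal; values of inactives mirror those of a sister screen read the other way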
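System: CHO ldlA[mSR-BI] cells / Medium: HEPES-buffered (25 mM, pH 7.4) F12 plus 0.5% BSA / Probe or stimulus: labelled HDL, 10 µg/mL / Doses: single compound concentration, delivered by pin transfer / Schedule: 3 h, 37 °C / Measured by: DiI fluorescence, bottom read / Measure: cell-associated DiI fluorescence as measure of HDL uptake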
SR-BI DiI inh – mouse SR-BI HDL lipid transfer inhibition; Q61009; ldlA[mSR-BI] CHO cells, DiI-HDL uptake fluorescence, 3 h; inhibition, % at 12.5 µM; actives 0.96% (n = 320,000); AID 488896;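 active means mean replicate inhibition of at least 70% and a set share of replicates each scoring 70 or more; inconclusive means meets just one of the two criteria; inactive means fails both criteria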;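 further: 0% = median of neutral control wells and 100% = median of positive control wells; values of inactives mirror those of a sister screen read the other way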
NSD2 inh – inhibitors of human histone methyltransferase NSD2. NSD2 peptide methylation, AlphaScreen, 120 min. actives 0.54% (n = 310,000). inhibition, % at 12.5 µM. O96028; in the data active means inhibition above about 50%
Target sequence (O96028 whole entry, looked up): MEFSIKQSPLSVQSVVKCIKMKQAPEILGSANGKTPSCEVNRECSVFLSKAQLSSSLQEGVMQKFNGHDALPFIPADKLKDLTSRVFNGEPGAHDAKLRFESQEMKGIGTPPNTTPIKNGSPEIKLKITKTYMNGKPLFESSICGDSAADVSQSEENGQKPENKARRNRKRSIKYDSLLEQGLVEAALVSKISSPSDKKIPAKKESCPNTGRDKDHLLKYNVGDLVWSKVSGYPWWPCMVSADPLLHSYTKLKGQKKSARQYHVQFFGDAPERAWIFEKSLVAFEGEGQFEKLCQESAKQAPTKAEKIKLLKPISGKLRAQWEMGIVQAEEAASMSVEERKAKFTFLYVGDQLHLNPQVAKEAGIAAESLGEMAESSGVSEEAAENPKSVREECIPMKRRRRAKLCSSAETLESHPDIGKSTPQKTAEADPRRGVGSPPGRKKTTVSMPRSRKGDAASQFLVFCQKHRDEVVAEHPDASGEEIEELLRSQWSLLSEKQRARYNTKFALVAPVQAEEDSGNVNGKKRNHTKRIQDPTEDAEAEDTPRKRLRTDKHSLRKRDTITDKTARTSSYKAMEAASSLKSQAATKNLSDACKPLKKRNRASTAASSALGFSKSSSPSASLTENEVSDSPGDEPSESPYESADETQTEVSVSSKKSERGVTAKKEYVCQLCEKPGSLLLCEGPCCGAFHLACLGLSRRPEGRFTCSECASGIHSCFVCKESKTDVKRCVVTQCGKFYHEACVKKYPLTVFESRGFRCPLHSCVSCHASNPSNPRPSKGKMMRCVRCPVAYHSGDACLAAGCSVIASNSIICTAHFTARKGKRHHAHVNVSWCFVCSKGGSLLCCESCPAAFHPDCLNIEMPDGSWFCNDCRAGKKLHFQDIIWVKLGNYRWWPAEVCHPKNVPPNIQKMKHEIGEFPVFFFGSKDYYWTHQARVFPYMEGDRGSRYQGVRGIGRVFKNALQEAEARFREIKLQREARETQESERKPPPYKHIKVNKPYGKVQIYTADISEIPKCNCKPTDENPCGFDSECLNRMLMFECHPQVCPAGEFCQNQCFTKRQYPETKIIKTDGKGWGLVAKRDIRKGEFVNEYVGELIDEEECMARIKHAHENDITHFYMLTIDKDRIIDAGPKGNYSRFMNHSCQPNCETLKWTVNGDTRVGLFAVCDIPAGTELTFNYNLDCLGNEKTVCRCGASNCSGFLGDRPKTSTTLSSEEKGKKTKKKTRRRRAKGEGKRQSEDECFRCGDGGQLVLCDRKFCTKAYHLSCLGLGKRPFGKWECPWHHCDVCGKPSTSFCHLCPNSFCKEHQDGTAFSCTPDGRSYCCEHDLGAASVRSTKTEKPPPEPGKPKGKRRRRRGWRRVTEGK
PvdQ acylase – P. aeruginosa PvdQ acylase inhibition | purified PvdQ acylase, fluorescence plate reader | inhibition, % at 10 µM | actives 0.063% (n = 340,000); in the data active means inhibition above about 30%, passing the limit was not always enough; inconclusive means no clear call, values can overlap the other calls;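 further: 0% = vehicle neutral wells and 100% = reference inhibitor wells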
CAL PDZ FP-2 – blocks peptide binding to human CAL PDZ domain; AID 504414; actives 0.02% (n = 330,000); Q9HD26; purified CAL PDZ, TMR-peptide fluorescence polarization, 1 h; inhibition, % at 20 µM;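 active means highest replicate inhibition of at least 40%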;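 further: plate controls were DMSO neutral control wells for no effect and unlabeled competitor peptide control wells for full effect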
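Material – purified CerCALP PDZ construct · Detection – FP readout, S and P plane fluorescence · Measure – percent inhibition from loss of millipolarization · Controls – unlabelled peptide for full inhibition, DMSO wells as neutral · Probe or stimulus – TMR-labelled reporter peptide T*-PRC34 bound in PDZ groove · Times – 1 h at RT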
PfHsp90 set2 – inhibits growth of yeast expressing Plasmodium falciparum Hsp90; S. cerevisiae expressing PfHsp90, BacTiter-Glo ATP, 48 h; yeast lacking PDR1 and PDR3 efflux regulators; inhibition, % at 9.4 µM; actives 0.32% (n = 310,000);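 active means every replicate shows inhibition above about 80%, whatever the replicate mean, limit read from the data; inconclusive means mean inhibition reaches the set limit but some replicate falls short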;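 further: 0% = DMSO neutral controls and 100% = 20 µM radicicol positive controls; yeast relying on Plasmodium falciparum Hsp90 in place of its own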
Numbers without * were called inactive; ? = inconclusive; . = not tested or not shown.

SMILES | dFosB activator | MITF TRPM1 HTS | Rtt109 Vps75 | CAL PDZ FP-1 | SR-BI uptake up | SR-BI DiI inh | NSD2 inh | PvdQ acylase | CAL PDZ FP-2 | PfHsp90 set2
COc1ccc(C2CC(=O)N(CCCN(C)CCc3ccc(OC)c(OC)c3)C2)cc1 (configuration not stated) | 3.9 | 14.0 | -3.7 | -1.4 | 10.8 | -10.8 | -0.5 | -11.3 | -3.2 | -1.2
COC(=O)c1ccc(CNC(=O)c2ccc(NS(=O)(=O)c3ccc4[nH]c(=O)[nH]c4c3)cc2)cc1 | -9.0 | 7.0 | 17.9 | -8.7 | 4.8 | -4.8 | -1.4 | -20.4 | -1.4 | .
COc1ccccc1N/C=C/c1onc(C)c1[N+](=O)[O-] | -4.8 | -4.2 | -7.6 | -0.3 | -21.5 | 21.5 | 1.0 | -1.3 | 1.8 | 0.0
Cc1nn(CC(=O)Nc2sc3c(c2C#N)CCC(C(C)(C)C)C3)c(C)c1[N+](=O)[O-] (configuration not stated) | -8.6 | 6.9 | -8.3 | 0.1 | -15.1 | 15.1 | 0.8 | -13.9 | 0.3 | -36.4
COCCn1c(=O)[nH]c2cc(C(=O)N3CCN(c4ccccc4F)CC3)ccc2c1=O | -0.3 | -5.8 | 3.9 | -8.3 | -12.3 | 12.3 | . | -8.7 | -2.4 | -9.1
COc1cc(C2C(C#N)=C(C)NC3=C2C(=O)CC(C)(C)C3)ccc1O (configuration not stated) | 3.6 | -1.0 | 5.8 | -4.8 | 9.0 | -9.0 | -2.7 | 1.3 | 0.0 | 0.9
CCOC(=O)CSc1nc2ccc(S(=O)(=O)N3CCOCC3)cc2[nH]1 | 3.7 | -2.1 | 5.7 | -3.7 | . | 5.9 | -4.4 | -0.8 | -1.2 | -14.1
O=C(NCCCN1CCOCC1)c1cccnc1SCc1ccccc1Cl | -0.9 | 7.9 | -4.3 | -1.9 | 42.0 | -42.0 | 0.9 | -23.2 | -3.0 | -12.6
Nc1ccc(-c2nc3cc(N)ccc3n2CCO)cc1 | -3.9 | 12.2 | 5.1 | 3.1 | . | . | 5.3 | 3.1 | 0.5 | 15.1
CCN(CC)CCn1c(=N)n(CC(O)COc2ccccc2)c2ccccc21 (configuration not stated) | -7.1 | 2.7 | -3.0 | 1.0 | 2.6 | -2.6 | 1.9 | -8.1 | -0.4 | -8.1
O=S(=O)(NCCOc1ccccc1)c1ccc2ccccc2c1 | -4.6 | -1.0 | -0.4 | 1.1 | -39.0 | 39.0 | 9.5 | -12.2 | -0.4 | -23.5
CCC(C)(C)NC(=O)C(c1ccc(C)cc1)N(CCN1CCOCC1)C(=O)CNC(=O)c1cccs1 (configuration not stated) | -11.6 | 5.5 | -1.8 | 4.2 | 14.2 | -14.2 | 9.0 | 1.3 | 0.0 | 7.4
CCc1nnc(NC(=O)c2ccc(S(=O)(=O)N(CC(C)C)CC(C)C)cc2)o1 | 0.6 | -16.6 | -4.4 | -2.2 | 8.7 | -8.7 | . | -1.8 | -1.7 | -0.5
CCOC(=O)c1[nH]c(C)c(C(=O)NCc2ccco2)c1C | 3.1 | 0.7 | 11.2 | -0.9 | 10.9 | -10.9 | . | -14.2 | -1.1 | 4.7
COc1ccc(/C=C(\NC(=O)c2ccccc2)C(=O)NCc2ccco2)cc1OC | -4.7 | 8.7 | 0.1 | -5.9 | 44.2 | -44.2 | 0.0 | -7.9 | -0.5 | 9.6
CCOC(=O)/C(N=Nc1c(C)n(C)n(-c2ccccc2)c1=O)=C(/O)c1ccccc1 | -1.0 | -5.7 | 4.7 | 1.9 | 5.8 | -5.8 | -4.3 | 8.2 | 0.3 | -2.8
CCOC(=O)c1cnc(Nc2nc3ccccc3o2)nc1CSC(=S)N(CC)CC | 2.9 | -12.5 | 1.7 | -1.1 | -32.4 | 32.4 | . | -9.1 | 0.3 | 6.7
Cc1ccc(NC(=O)Cc2noc3ccccc23)c(C)c1 | 6.7 | 9.9 | -16.6 | -0.6 | 22.7 | -22.7 | 0.0 | -1.3 | 0.4 | -2.8
O=C(c1ccccc1)c1ccc(OCCO)cc1 | 8.1 | 25.7 | 8.8 | -2.5 | 0.9 | -0.9 | -2.2 | 0.5 | -1.8 | -11.1
Cc1ccc(CCC(=O)NCc2ccccc2)o1 | -7.8 | . | 0.5 | -0.7 | 20.9 | -20.9 | 2.4 | -6.1 | -0.9 | -11.8
COc1ccccc1N1CCN(S(=O)(=O)c2cn(C)c(=O)n(C)c2=O)CC1 | -3.6 | -1.1 | 0.5 | -1.9 | 19.3 | -19.3 | . | -4.4 | -0.7 | 1.0
Cc1cc2oc(=O)cc(CN3CCCCC3)c2cc1C | 1.0 | 6.8 | 1.9 | 7.6 | -20.0 | 20.0 | -0.8 | -0.4 | -0.7 | -12.2
NS(=O)(=O)c1cccc(NC(=O)COC(=O)/C(=C/c2cccs2)c2cccs2)c1 | -6.7 | -2.9 | 5.7 | 0.8 | 8.0 | -8.0 | 2.7 | -10.7 | -3.3 | -29.7
N#Cc1cnc(SCC(=O)N2CCCCC2)nc1N | 0.5 | . | -2.8 | 0.2 | 22.8 | -22.8 | -0.1 | -7.0 | 0.5 | -2.1
Cc1ccc(-c2ccc(SCC(=O)Nc3ccc4c(c3)OCCO4)nn2)cc1 | 5.3 | 39.2 | 2.1 | 0.9 | -4.2 | 4.2 | -2.0 | 3.5 | -1.2 | -11.6

Record cards, from the list above. Screens in order: dFosB activator	MITF TRPM1 HTS	Rtt109 Vps75	CAL PDZ FP-1	SR-BI uptake up	SR-BI DiI inh	NSD2 inh	PvdQ acylase	CAL PDZ FP-2	PfHsp90 set2
`CCOC(=O)CSc1nc2ccc(S(=O)(=O)N3CCOCC3)cc2[nH]1` is entered as 3.7	-2.1	5.7	-3.7	.	5.9	-4.4	-0.8	-1.2	-14.1
`O=S(=O)(NCCOc1ccccc1)c1ccc2ccccc2c1` is entered as -4.6	-1.0	-0.4	1.1	-39.0	39.0	9.5	-12.2	-0.4	-23.5

The listing continues.
SMILES | dFosB activator | MITF TRPM1 HTS | Rtt109 Vps75 | CAL PDZ FP-1 | SR-BI uptake up | SR-BI DiI inh | NSD2 inh | PvdQ acylase | CAL PDZ FP-2 | PfHsp90 set2
CC1CN(c2nc3ccccc3nc2SCC(=O)Nc2ccc(F)cc2)CC(C)O1 (configuration not stated) | 1.2 | . | 5.7 | . | -24.9 | 24.9 | . | -10.4 | 0.4 | -37.9
CC(C)Oc1ccc(S(=O)(=O)N2CCCCC2)cc1NC(=O)CN1CCCC1c1cccs1 (configuration not stated) | -11.6 | -19.9 | 5.7 | -3.1 | 6.8 | -6.8 | -1.3 | -2.9 | 0.6 | 2.7
CCCc1nc2oc3c(NCc4ccccn4)ncnc3c2c2c1COC(C)(C)C2 | -16.4 | . | -2.4 | -0.3 | -16.3 | 16.3 | 3.8 | -7.0 | -3.0 | .
CC(=O)Nc1ccc(S(=O)(=O)N2CCC(c3nc4ccccc4[nH]3)CC2)cc1 | 3.2 | -6.7 | -1.0 | -3.0 | -7.7 | 7.7 | 1.7 | -16.8 | -1.6 | 18.4
COC(=O)c1ccc(S(=O)(=O)N2CCC(c3nc4ccccc4o3)CC2)cc1 | 8.1 | 1.4 | -4.5 | 3.9 | 1.8 | -1.8 | -4.0 | -5.1 | 0.0 | 0.0
COc1ccccc1S(=O)(=O)Cc1ccc(C(=O)NC2CCCCCC2)o1 | -4.4 | 3.6 | -14.1 | -2.2 | 16.5 | -16.5 | -0.2 | -12.1 | -3.1 | 21.0
CC(C)C1COC(c2cccn2Cc2ccccc2Cl)=N1 (configuration not stated) | -8.7 | -3.1 | . | -2.6 | -19.9 | 19.9 | 4.9 | -4.6 | -0.7 | -7.6
COc1ccccc1N=C(C)C1=C(O)COC1=O | 1.0 | -0.8 | 1.6 | -1.1 | -5.4 | 5.4 | 1.6 | -4.4 | -0.8 | 12.9
CCCCC(CC)CNC(=O)CC1Nc2c3ccccc3nc(=S)n2C1=O (configuration not stated) | -5.9 | -4.0 | 3.9 | -0.8 | 43.4 | -43.4 | 0.5 | -11.2 | -0.1 | 0.7
O=[N+]([O-])c1ccc(F)cc1OCc1nc(-c2cccs2)no1 | -3.8 | ? | 4.2 | -5.8 | -0.5 | 0.5 | . | -6.8 | -0.3 | -0.9
Cc1cc(Nc2ccc(F)cc2)nc(N)n1 | 1.1 | 2.3 | -3.8 | . | 18.5 | -18.5 | 25.7 | -1.7 | -2.0 | .
CCOc1ccc(CCNC(=O)c2ccc3ccccc3n2)cc1OCC | -13.0 | -1.6 | 1.6 | -1.8 | -6.3 | 6.3 | 0.4 | -6.7 | -1.9 | 18.3
COc1cccc2c1cc1c(=O)n(CC(=O)NCc3ccccn3)nc(C)n12 | -3.7 | 6.0 | -15.8 | -0.3 | 8.2 | -8.2 | . | -14.9 | -1.5 | -13.9
O=C(NCCCC1CCCC1)C1CCC(=O)N(Cc2ccc(Cl)cc2)C1 (configuration not stated) | -4.4 | -5.0 | 21.0 | -5.3 | 0.5 | -0.5 | 3.8 | 3.2 | -1.4 | 2.9
O=C(Nc1ccnn1C1CCN(Cc2cccc(OCCO)c2)CC1)C1CCOC1 (configuration not stated) | -5.7 | -0.2 | -4.2 | -1.3 | 16.3 | -16.3 | -1.0 | -5.0 | -1.7 | 8.5
O=C(CCS(=O)(=O)c1ccc2c(c1)NC(=O)CO2)NCc1ccccc1 | -6.4 | 8.5 | 11.5 | . | 17.5 | -17.5 | -1.6 | -6.2 | 0.6 | 12.5
CCOC(=O)C(NC(=O)c1ccccc1)C(C)(C)SCc1ccccc1 (configuration not stated) | -3.8 | 2.3 | 0.3 | . | 11.3 | -11.3 | -3.3 | -5.0 | 0.8 | .
CSc1nc(NCc2ccco2)c2sc3nc(C(C)C)c4c(c3c2n1)CC(C)(C)OC4 | -9.9 | 1.6 | -4.2 | 1.3 | -11.2 | 11.2 | . | -10.3 | -1.9 | -31.7
CCOc1ccc(S(=O)(=O)n2nc(C)cc2C)c2ccccc12 | -14.6 | -9.5 | 9.7 | -3.6 | 16.1 | -16.1 | -3.9 | -12.1 | -1.1 | 7.5
O=C(COc1ccc(C2SCCS2)cc1)Nc1ccc(Cl)cc1 | -1.6 | -1.8 | -6.3 | -8.2 | 1.0 | -1.0 | -3.1 | -2.2 | -1.5 | 6.5
CCC(C)NCCCCOc1ccc(Br)cc1 (configuration not stated) | -8.4 | -10.2 | -3.5 | -4.6 | 23.2 | -23.2 | 18.7 | -8.3 | 0.6 | 8.8
CCn1ccnc1CN1CCc2c([nH]c3ccccc23)C1C(C)(C)C (configuration not stated) | 2.9 | -12.2 | 11.0 | 79.7* | 5.1 | -5.1 | 10.1 | -13.5 | -0.8 | -17.1

High-throughput results deposited in PubChem by Broad Institute.
